Assay outcomes: PubChem BioAssay, National Center for Advancing Translational Sciences (NCATS)
SW480 rerep: A quantitative high throughput screen for small molecules that induce DNA re-replication in SW480 colon adenocarcinoma cells; AID 624297, 2012; 1.8% of 340,000 active; Potency, µM (highest dose often 46.1 µM), inactives show top-dose re-replication activation, actives largely listed as activators; SW480 DNA re-replication, Hoechst DNA content imaging, 48 h; also: potency is read from the fitted curve at half-maximal effect; % of control where 0% means no effect; nearly all actives have a fitted effect of over 55% in size
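First, 250 cells per well were seeded. Next, compound or vehicle (23 nL) was pinned in, plates sat 48 hr at 37 C. Finally Hoechst was added for 40 min before fluorescence scanning.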
MCF10A rerep: A quantitative high throughput screen for small molecules that induce DNA re-replication in MCF 10a normal breast cells; MCF 10A DNA re-replication, Hoechst nuclear intensity, 48 h; 2.9% of 350,000 active; AID 624296, 2012; Potency, µM (top dose mostly 46.1 µM), for inactives: at the highest dose activity, positive = re-replication, actives largely listed as activators; also: potency is read from the fitted curve at half-maximal effect; % of control where 0% means no effect; nearly all actives have a fitted effect of over 50% in size
HT1080-NT tox: qHTS for induction of synthetic lethality in tumor cells producing 2HG: qHTS for the HT-1080-NT fibrosarcoma cell line; HT-1080-NT fibrosarcoma viability, CellTiter-Glo ATP luminescence, 48 h; Potency, µM (doses to about 46.1 µM), for the others: at the top dose activity, negative = less viability, hits mostly cytotoxic; 1.6% of 360,000 active; AID 686970, 2013;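 also: NT is the 2HG producing partner of a matched IDH1 knockdown line; potency is read from the fitted curve at half-maximal effect; 0% = DMSO-treated cells and -100% = media-only wells without cells; nearly all actives have a fitted effect of over 55% in size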
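Luminescent CellTiter-Glo readout after 48 hours of compound exposure at 37 degrees C defined viability of HT-1080-NT cells. Activity was normalized to DMSO wells and cell-free media wells; concentration-response curves were fitted and assigned curve classes.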
ATXN2 expr inh: Primary qHTS for Inhibitors of ATXN expression; HEK-293 ATXN2-luciferase reporter, luminescence, 24 h; Potency, µM (top dose mostly 57 µM), for inactives: at the highest dose activity change, negative = inhibition, most hits filed as inhibitors; 0.72% of 360,000 active; AID 1745845, 2022; also: potency is read from the fitted curve at half-maximal effect; % is scaled to controls: 0 for no effect and ±100 for the full control effect; nearly all actives have a fitted effect of over 55% in size
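qHTS (up to 57 uM final) was run with 24 h compound exposure of reporter cells at 37 °C. Each well was multiplexed: SteadyGlo luminescence measured ATXN2-luciferase expression after a fluorogenic Gly-Phe-AFC viability readout (25 uM final).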
KB-V1 MDR tox: qHTS assay for MDR1-selective chemotherapeutics: Primary screen using the drug-selected MDR subline cells KB-V1; KB-V1 MDR cells viability, CellTiter-Glo, 72 h; Potency, µM (highest dose often 46.1 µM), inactives show top-dose activity change, negative = cytotoxicity, usual class: cytotoxic; 3.4% of 400,000 active; AID 1347076, 2019; also: potency is read from the fitted curve at half-maximal effect; % is scaled to controls: 0 for no effect and ±100 for the full control effect; nearly all actives have a fitted effect of over 60% in size
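Cytotoxicity toward P-gp-expressing KB-V1 cells was determined as loss of CellTiter-Glo luminescence after 72 h at 37 degrees C. Compounds were tested in quantitative HTS format across a concentration range, with curves fitted to normalized data.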
KB-3-1 cytotox: qHTS assay for MDR1-selective chemotherapeutics: Primary screen using the parental adenocarcinoma cell KB-3-1. KB-3-1 viability, CellTiter-Glo ATP luminescence, 72 h. Potency, µM (top dose mostly 46.1 µM), inactives show top-dose activity change, negative = cytotoxic, hits mostly cytotoxic. 1.4% of 400,000 active. AID 1347075, 2019; also: potency is read from the fitted curve at half-maximal effect; % is scaled to controls: 0 for no effect and ±100 for the full control effect; nearly all actives have a fitted effect of over 60% in size
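Cells are dispensed, compounds pinned in, plates held at 37 °C for 72 h, then CellTiter-Glo is added and luminescence read after 10 minutes. Cell line: parental KB-3-1 in phenol-red-free DMEM, 10% FBS.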
IL-1B inflam inh: qHTS for Inhibitors of Inflammasome Signaling: IL-1-beta AlphaLISA Primary Screen; THP-1 LPS/ATP IL-1B secretion, AlphaLISA, 16 h; hits give low values; activity change, % at 57.5 µM; 4.7% of 360,000 active; in the data active = activity change below about -50%; inconclusive = mostly about -30% to -49%; also: % is scaled to controls: 0 for no effect and ±100 for the full control effect
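THP-1 cells pretreated 1 hr with compounds (up to 57.5 uM final), then stimulated with LPS (250 ng/mL final) plus ATP (1.25 mM final); secreted IL-1B measured by AlphaLISA after 16 hr, decreased signal indicating inhibition.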
ATXN viability: Viability Counterscreen for Primary qHTS for Inhibitors of ATXN expression. S2 cells (HEK-293 line with an ATXN2-luciferase reporter) viability, CellTiter-Fluor protease fluorescence, 24 h. AID 651635, 2014. 0.49% of 400,000 active. Potency, µM (doses to about 56.7 µM), actives largely listed as cytotoxic; also: potency is read from the fitted curve at half-maximal effect; nearly all actives have a fitted effect of over 40% in size
HT1080 IDH1KD tx: qHTS for induction of synthetic lethality in tumor cells producing 2HG: qHTS for the HT-1080-IDH1KD cell line | 2% of 360,000 active | Potency, µM (titrated, usually from 46.1 µM), for inactives: top-dose activity, negative = toxicity, usual class: cytotoxic | AID 686971, 2013 | HT-1080 IDH1 knockdown viability, ATP luminescence, 48 h;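 also: potency is read from the fitted curve at half-maximal effect; 0% = DMSO wells and -100% = cell-free medium wells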
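In this qHTS, HT-1080 cells depleted of IDH1 are exposed for 48 h at 37 °C to compound titrations. Toxicity is scored from CellTiter-Glo luminescence, with DMSO as full viability and medium alone as none.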
Active calls of the source: *; i = inactive; ? = inconclusive; nt = no result given; [ ] = remark or other dose. Unless noted, calls follow the shape of the dose curve; as a rule, active = well fitted curve in the direction sought with a large enough effect; inconclusive = small, poorly fitted or top-dose-only effect, or another doubt; inactive = no such curve, though single readings can be large; an effect the other way counts as inactive or inconclusive.

SMILES	SW480 rerep	MCF10A rerep	HT1080-NT tox	ATXN2 expr inh	KB-V1 MDR tox	KB-3-1 cytotox	IL-1B inflam inh	ATXN viability	HT1080 IDH1KD tx
Cc1ccc2c(c1)c1c(c(=O)n(Cc3ccccc3)c(=O)n1CC(=O)Nc1ccccc1F)n2C	nt	nt	nt	7%	9%	14%	nt	?	nt
CC1(C)OC(=O)N(NCc2ccccc2)C1(C)O (centres undefined)	-8%	-11%	21%	-12%	-1%	0%	1	i	2%
C=CCNC(=S)Nc1ccc(Cl)cc1	-2%	-5%	-2%	-7%	-23%	-7%	-4	i	0%
CCN(CC)S(=O)(=O)c1cc(C(=O)O)ccc1OC	4%	-2%	21%	-21%	7%	6%	1	i	7%
CCSc1nnc(NC(=O)C(C(F)(F)F)C(F)(F)F)s1	-10%	?	-12%	4%	-19%	-4%	-20	i	1%
Cc1cccn2c(=O)c3cc(C#N)c(=O)n(-c4nnc(SCc5ccccc5F)s4)c3nc12	nt	nt	nt	12%	0%	-19%	nt	i	nt
CN1CCN(C2=Cc3cc(Cl)ccc3Sc3cc(F)ccc32)CC1	?	13µM*	?	?	18µM*	?	-100*	?	?
Cc1cccc(-n2nnc(C(=O)NCc3ccccn3)c2N)c1	1%	1%	30%	-3%	-27%	34%	-3	i	8%
Cc1c(N2CCCC2)cc2c(c1NC(=O)c1ccccc1Cl)C(C)(C)CC2(C)C	-3%	-2%	-18%	nt	0%	6%	-15	i	-24%
CC(=O)Nc1ccc(S(=O)(=O)Nc2cccc(S(=O)(=O)N(C)c3ccccc3)c2)cc1	-1%	6%	-4%	1%	-10%	?	4	i	-12%
CCCCCOC(=O)c1ccc(NC(=O)c2cccc(NC(=O)c3ccccc3C(=O)O)c2)cc1	0%	2%	-1%	nt	24%	3%	-2	i	-3%
COc1cccc(CN=c2c([N+](=O)[O-])nn(-c3ccccc3C)n2O)c1	-6%	-6%	-3%	1%	?	-6%	9	i	-2%
O=S(=O)(NCCc1csc(-c2ccccc2)n1)c1ccc2c(c1)OCCO2	0%	3%	3%	-14%	-20%	-11%	9	i	-1%
O=C(O)c1cccn2c(=O)c3ccccc3nc12	3%[9.22 µM]	4%	10%	7%	24%	9%	2	?	2%
Oc1c(Br)cc(/C=N/Nc2ccc(Cl)nn2)cc1Br	-1%	5%	-1%	11%	0%	7%	13	nt	-10%
CCN(CC)S(=O)(=O)c1cc(OCC(N)=O)c(C)cc1Cl	2%	-3%	1%	4%	-17%	-18%	22	i	5%
CCOC(=O)c1c(NC(=O)C[n+]2ccccc2)sc2c1CCCC2	-1%	2%	-2%	-1%	3%	22%	?	i	-4%
COC(=O)c1cc(C#N)c(NCc2ccc(Cl)cc2Cl)nc1C	-6%	5%	4%	7%	-1%	-17%	7	i	0%
Cc1ccc(C(=O)Nc2ccccc2[N+](=O)[O-])cc1S(=O)(=O)N1CCOCC1	?	?	?	3%	?	?	-64*	?	?
Cc1ccc(-n2ncc(C(=O)NCC3CCN(C4CCCC4)C3)c2C2CCN(C(=O)OC(C)(C)C)CC2)cc1 (centres undefined)	?	16%	23µM*	?	-20%	?	-23	i	?
Cc1c(C(=O)NC2CC2)oc2ccc(S(=O)(=O)N3CCCCCC3)cc12	-6%	-3%	-12%	-15%	-20%	-4%	7	i	-7%
COc1cccc(-c2sc3ccc(OC)cc3c2-c2cnc(N3CCOCC3)nc2)c1	nt	nt	4%	24%	-9%	5%	-8	i	-12%
COc1ccc(CCC(=O)Nc2ccc(S(=O)(=O)Nc3ncccn3)cc2)cc1	-5%	0%	7%	8%	14%	-3%	-3	i	4%
c1csc(-c2ncc3ccccn23)c1	-7%	-1%	-2%	35%	-6%	13%	-6	i	1%
CCCNC(=O)CN(c1cccc(F)c1)S(C)(=O)=O	-225%[inhibitor]	0%	-8%	-8%	-4%	-1%	11	i	3%
CCCNc1nc(C)cc(-c2cc(-c3ccccc3)on2)n1	-34%[inhibitor]	61%	9%	5%	-2%	2%	9	i	15%
COCc1ccccc1Cn1cnc2c1c(=O)n(C)c(=O)n2C	0%	-3%	-2%	1%	0%	-28%	12	i	-6%
O=C1c2ccccc2C(=O)N1CCc1csc(-c2cccc(F)c2)n1	1%	?	-7%	-19%	16µM*	-6%	-21	i	-10%
CCC(C(=O)N1CCOCC1)n1nc(C)n2c(cc3cc(C)ccc32)c1=O (centres undefined)	-8%	-4%	23%	18%	-7%	7%	-9	i	2%
CCN(CC(=O)NCc1cccs1)S(=O)(=O)c1cc(NC(C)=O)ccc1OC	?	3%	-6%	-1%	?	21%	-12	i	-2%

Of the compounds above, 2 have a nitro group on carbon:
SMILES	SW480 rerep	MCF10A rerep	HT1080-NT tox	ATXN2 expr inh	KB-V1 MDR tox	KB-3-1 cytotox	IL-1B inflam inh	ATXN viability	HT1080 IDH1KD tx
COc1cccc(CN=c2c([N+](=O)[O-])nn(-c3ccccc3C)n2O)c1	-6%	-6%	-3%	1%	?	-6%	9	i	-2%
Cc1ccc(C(=O)Nc2ccccc2[N+](=O)[O-])cc1S(=O)(=O)N1CCOCC1	?	?	?	3%	?	?	-64*	?	?

The list continues.
SMILES	SW480 rerep	MCF10A rerep	HT1080-NT tox	ATXN2 expr inh	KB-V1 MDR tox	KB-3-1 cytotox	IL-1B inflam inh	ATXN viability	HT1080 IDH1KD tx
Nc1c(-c2ccccc2)nnn1Cc1ccccc1	2%	1%	-17%	16%	-20%	2%	-14	i	-15%
CCSc1nnc(C)n1-c1ccc(C(=O)O)cc1	-2%	-1%	-3%	-11%	-6%	-16%	14	i	0%[9.24 µM]
Cc1cccc(C)c1NC(=O)CN(C)C(=O)COc1cccc2c1OC(C)(C)C2	275%	4%	9%	7%	-6%	-2%	-14	i	-5%
COc1ccc(-c2csc(NC(=O)COC(=O)C3=COCCO3)n2)cc1	-7%	15%	-1%	nt	-2%	-5%	-19	i	-2%
O=C(COc1ccc(Cl)cc1)N1CCN(c2ccc([N+](=O)[O-])c(N3CCOCC3)c2)CC1	-8%	-2%	-15%	-15%	16µM*	-24%	-29	i	-1%
O=C(O)c1cccc(-n2cnnn2)c1	1%	8%	-1%	1%	-2%	2%	2	i	2%
O=C1C(Cl)=C(N2CCN(c3ccccc3[N+](=O)[O-])CC2)C(=O)c2ccccc21	16µM*	?	-15%	-9%	?	?	-104*	?	?
Cc1cc(C)n(C(=O)Cn2nc(C(F)F)cc2C)n1	-3%	0%	8%	2%	0%	-2%	-8	i	8%
COCCCn1c(SCC(=O)Nc2ccc3c(c2)OCCO3)nnc1-c1ccoc1C	0%	-2%	15%	5%	0%	7%	-6	i	11%
Cn1c(=O)oc2cc(S(=O)(=O)CCC(=O)Nc3ccccc3)ccc21	-4%	-3%	9%	4%	-7%	-3%	-5	i	0%
OC1CCCN(C(=S)NCc2ccccc2)C1 (centres undefined)	-3%	-49%[inhibitor]	16%	-28%	-2%	-8%	3	?	18%
CCCOc1cccc(C(=O)NCCNC(=O)c2ccc(C)nc2)c1	-11%	1%	2%	6%	1%	0%	38	i	-2%
CCN(CC(=O)NCc1ccc(Cl)cc1)C(=O)/C=C/c1cc(OC)c(OC)c(OC)c1	3%	20%	8%	-13%	4%	?	?	i	10%
CC(=O)NC(CC(C)C)C(=O)NC(CO)C(=O)NC(CCC(=O)O)C(=O)NC(C)C(=O)NC(CC(C)C)C(N)=O (centres undefined)	-3%	13%	-2%	-5%	-3%	-12%	-9	i	-1%
CCCCOC(=O)C1CCC[C@@H](C)N1 (some centres undefined)	-3%	1%	17%	-4%	26%	15%	29	i	26%
COCCCNc1nc2nonc2nc1N1CCN(C2CCCC2)CC1	-68%[inhibitor][1.84 µM]	?	7%	11%	4%	11%	6	i	8%
CCC1(CC)NC(=O)N(CC(=O)NC(=O)NCc2ccccc2)C1=O	-5%	4%	-7%	-4%	24%	-6%	-9	i	8%
COc1cccc(-n2c(=O)c3c(C)c(C)sc3n(Cc3ccccc3C#N)c2=O)c1	nt	nt	nt	-8%	-16%	-5%	nt	?	nt
CCc1cc(=O)[nH]c(SCc2cccnc2)n1	-16%	-5%	-1%	nt	-13%	-1%	5	i	5%
O=C(Nc1ccn(Cc2cccc3ccccc23)n1)c1cccnc1	0%	?	-19%	-31%	-21%	-20%	-4	i	?
Nc1nnc(SCc2nnc(-c3ccccc3)o2)s1	-2%	16%	13%	nt	-18%	0%	5	i	8%
O=C(CN1CCN(S(=O)(=O)c2ccc(Br)s2)CC1)N1CCCCC1	0%	1%	-5%	-14%	-5%	0%	-5	i	2%

Full records from above. Screens in order: SW480 rerep | MCF10A rerep | HT1080-NT tox | ATXN2 expr inh | KB-V1 MDR tox | KB-3-1 cytotox | IL-1B inflam inh | ATXN viability | HT1080 IDH1KD tx
Record of CCC1(CC)NC(=O)N(CC(=O)NC(=O)NCc2ccccc2)C1=O : -5% | 4% | -7% | -4% | 24% | -6% | -9 | i | 8%
Record of O=C(CN1CCN(S(=O)(=O)c2ccc(Br)s2)CC1)N1CCCCC1 : 0% | 1% | -5% | -14% | -5% | 0% | -5 | i | 2%
Record of COCCCNc1nc2nonc2nc1N1CCN(C2CCCC2)CC1 : -68%[inhibitor][1.84 µM] | ? | 7% | 11% | 4% | 11% | 6 | i | 8%
Record of COc1cccc(-n2c(=O)c3c(C)c(C)sc3n(Cc3ccccc3C#N)c2=O)c1 : nt | nt | nt | -8% | -16% | -5% | nt | ? | nt
